Compound activity: PubChem, several laboratories
E coli growth: E. coli V3065 growth inhibition, primary screen, counter-screen for AddAB inhibitor project, absorbance, OD600 | 18 h | inhibition, % at 11.9 µM | 330,000 compounds, 0.27% hits;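 active = inhibition above the campaign's mean inhibition across all tested compounds plus 3 SD, cut at about 9.9% in these data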;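 also: uninfected addAB+ strain grown without phage in ampicillin broth; 0% = DMSO wells and 100% = ciprofloxacin 0.95 µg/ml wells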
DAGLB inh: DAGLB lipase inhibitors, primary screen, biochemical, fluorescence, HTS; Diacylglycerol lipase-beta (Homo sapiens), Q8NCG7; HEK293T DAGLB membrane lysate, EnzChek fluorogenic substrate; inhibition, % at 5.17 µM; 340,000 compounds, 0.059% hits; AID 504411, 2011; in the data active = inhibition above about 34%;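 also: 0% = enzyme with vehicle and 100% = wells lacking enzyme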
Target sequence (Q8NCG7 whole entry, looked up): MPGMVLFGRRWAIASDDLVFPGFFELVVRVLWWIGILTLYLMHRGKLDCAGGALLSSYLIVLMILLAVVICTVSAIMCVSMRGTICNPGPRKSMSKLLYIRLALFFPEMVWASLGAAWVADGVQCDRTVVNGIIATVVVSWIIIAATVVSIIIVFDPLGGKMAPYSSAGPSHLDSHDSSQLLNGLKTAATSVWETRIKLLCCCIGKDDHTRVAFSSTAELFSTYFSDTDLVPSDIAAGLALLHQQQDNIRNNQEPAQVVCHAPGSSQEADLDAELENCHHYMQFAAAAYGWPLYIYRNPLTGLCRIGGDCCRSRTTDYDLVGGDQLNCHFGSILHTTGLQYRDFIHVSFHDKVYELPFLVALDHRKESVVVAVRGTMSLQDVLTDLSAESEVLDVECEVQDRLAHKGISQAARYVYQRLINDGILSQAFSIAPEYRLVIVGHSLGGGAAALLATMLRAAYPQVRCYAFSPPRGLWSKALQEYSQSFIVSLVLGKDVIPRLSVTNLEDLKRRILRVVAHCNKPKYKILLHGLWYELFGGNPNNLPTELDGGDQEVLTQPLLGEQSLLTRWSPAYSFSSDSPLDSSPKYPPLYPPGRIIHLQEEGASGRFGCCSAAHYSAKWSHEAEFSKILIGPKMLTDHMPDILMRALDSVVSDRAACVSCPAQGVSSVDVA
Wnt bcat act: Wnt/beta-catenin pathway activators, primary screen, cell-based, plate reader, single point. activation, % at 9.35 µM. 300,000 compounds, 1.2% hits. Wnt/beta-catenin reporter cell assay, activator; in the data active = activation above about 30%, passing the limit was not always enough;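 also: 0% = neutral control wells and 100% = positive control wells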
PvdQ inh: P. aeruginosa PvdQ acylase inhibitors, primary screen, biochemical, fluorescence, plate reader and imaging, single point; inhibition, % at 10 µM; purified PvdQ acylase; 340,000 compounds, 0.063% hits; in the data active = inhibition above about 30%, passing the limit was not always enough;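 also: 0% = vehicle neutral wells and 100% = reference inhibitor wells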
Rtt109 Vps75: inhibitors of C. albicans Rtt109/Vps75 HAT, primary screen, biochemical, ThioGlo CoA-SH fluorescence, plate reader; Histone acetyltransferase RTT109 (Candida albicans (strain SC5314 / ATCC MYA-2876)), …; purified Rtt109/Vps75, 4 h; inhibition, % at 34.9 µM; 330,000 compounds, 0.16% hits; AID 540336, 2011;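 active = inhibition of at least 50% in every replicate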
Target sequence (Q5AAJ8 whole entry, looked up): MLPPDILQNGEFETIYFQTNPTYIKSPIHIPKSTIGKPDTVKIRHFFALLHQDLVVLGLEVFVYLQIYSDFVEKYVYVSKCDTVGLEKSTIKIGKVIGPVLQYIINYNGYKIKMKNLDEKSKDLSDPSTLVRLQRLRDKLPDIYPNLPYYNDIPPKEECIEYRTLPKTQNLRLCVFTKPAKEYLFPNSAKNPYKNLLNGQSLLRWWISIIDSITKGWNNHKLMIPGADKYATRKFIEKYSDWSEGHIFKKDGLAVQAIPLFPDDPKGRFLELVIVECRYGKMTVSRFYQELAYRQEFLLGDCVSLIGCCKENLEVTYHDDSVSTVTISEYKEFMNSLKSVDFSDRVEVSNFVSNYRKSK
phage Ecoli inh: growth loss of phage-infected E. coli, primary screen, RecBCD inhibitor project, absorbance, with phage, HTS. 360,000 compounds, 0.26% hits. inhibition, % at 11.9 µM. AID 651602, 2012; in the data active = inhibition above about 11%
AddAB inh: growth inhibition of E. coli expressing H. pylori AddAB, primary screen, AddAB inhibitor project, absorbance. inhibition, % at 11.9 µM. 330,000 compounds, 0.29% hits; in the data active = inhibition above about 12%;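 also: 0% = vehicle wells of infected cells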
PfHsp90 set2: growth inhibition of PfHsp90-expressing yeast, primary screen, antimalarial PfHsp90 inhibitor project, S. cerevisiae, BacTiter-Glo luminescence, single point, set 2 | inhibition, % at 9.4 µM | 310,000 compounds, 0.32% hits | BacTiter-Glo ATP, 48 h; yeast lacking PDR1 and PDR3 efflux regulators;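 active = every replicate shows inhibition above about 80%, whatever the replicate mean, limit read from the data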;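 also: 0% = DMSO neutral controls and 100% = 20 µM radicicol positive controls; yeast relying on Plasmodium falciparum Hsp90 in place of its own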
CAL PDZ inh: CAL PDZ peptide-binding inhibitors, primary screen, biochemical, fluorescence polarization, Cer-tagged CAL PDZ, HTS | Golgi-associated PDZ and coiled-coil motif-containing protein (Homo sapiens), Q9HD26 | purified CAL PDZ, TMR-peptide fluorescence polarization, 1 h | 330,000 compounds, 0.02% hits | inhibition, % at 20 µM;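 active = highest replicate inhibition of at least 40%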;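 also: plate controls were DMSO neutral control wells for no effect and unlabeled competitor peptide control wells for full effect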
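material = purified tagged CAL PDZ domain construct (CerCALP) | buffer or medium = sodium phosphate/NaCl buffer pH 7.4 with TCEP, IgG, Thesit | reagent = TMR-labelled reporter peptide T*-PRC34 bound in PDZ groove | incubation = 1 h room-temperature incubation prior to read | measured by = fluorescence polarization (mP) | evaluation = percent inhibition from loss of millipolarization | control set = unlabelled peptide and DMSO controls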
Tat export inh: E. coli Tat export inhibitors, primary screen, MC4100, TorA-mCherry reporter, fluorescence, single point | AID 488895, 2010 | inhibition, % at 10 µM | 340,000 compounds, 0.036% hits;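 active = mean replicate inhibition at least 50% and at least half of replicates individually reaching 50%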;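 also: exported cargo escapes ClpAP degradation while cytoplasmic cargo is degraded and loses fluorescence; 0% = median of neutral control wells and 100% = median of NaSCN control wells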
Starred values were filed as active, the others as inactive; · = no result given.

SMILES	E coli growth	DAGLB inh	Wnt bcat act	PvdQ inh	Rtt109 Vps75	phage Ecoli inh	AddAB inh	PfHsp90 set2	CAL PDZ inh	Tat export inh
O=C(NCC1CCCO1)c1ccccc1 (configuration not stated)	-2.2	-1	0	-13	-11	3.6	3.8	-35	-0.3	-4
N#CCC(=N)N1CCN(c2cccc(Cl)c2)CC1	-0.8	0	·	0	-1	2.6	2.9	·	0.4	2
CC(C)(C)NC(=O)NC(=O)CN1CCN(c2ccccc2O)CC1	-2.6	0	0	2	-5	1.5	0.2	6	-0.9	-6
O=C(CCCC1=NS(=O)(=O)c2ccccc2N1)N1CCN(c2ccccc2)CC1	-2.2	1	0	-9	-7	4.2	-1.4	10	-1.6	-2
O=C(NN1CCOCC1)c1cc(-c2ccc(Cl)c(Cl)c2)nc2ccccc12	4.8	-2	-7	-17	-6	2.9	3.6	-28	-2.4	-5
Cc1ccc(S(=O)(=O)N2CCOCC2)cc1C(=O)Nc1ccncc1	2.6	0	1	4	-1	3.9	0.6	-22	-0.1	6
CCn1c(SCC(=O)NNC(=O)c2ccc(OC)cc2)nnc1-c1ccco1	-2.3	1	-1	-2	-2	0.3	3.0	-31	0.0	0
COc1ccc(C(=O)N2c3ccccc3C(=O)OC2c2ccc3c(c2)OCO3)cc1 (configuration not stated)	1.1	-1	·	3	5	4.1	5.1	6	-0.7	2
Cc1cccc2cc(CN(Cc3cccs3)C3(c4nnnn4C4CCCC4)CCCC3)c(=O)[nH]c12	-0.1	0	·	-7	-2	3.2	2.1	23	-0.5	1
O=C(CCNS(=O)(=O)c1ccc(Cl)cc1)N1CCN(c2ncccn2)CC1	·	2	-2	-15	-3	2.1	·	-5	-1.1	-5
CC(C)C(c1nnnn1CC1CCCO1)N1CCN(C2CCCC2)CC1 (configuration not stated)	-2.8	-2	0	12	-2	2.1	0.4	20	·	6
Cc1cccc(C(=O)NCCCNC(=O)c2ccccn2)c1	-0.2	-1	-1	-10	1	1.6	3.2	-4	-1.1	0
Cc1ccc(C)c2c(SC(C)C(=O)NCc3ccco3)nc(-c3ccccc3)nc12 (configuration not stated)	2.5	0	·	-8	2	1.7	2.0	-26	-1.6	-1
Cc1cc(NC(=O)CN2CCCCC2C)no1 (configuration not stated)	-0.7	2	1	-8	-9	2.2	1.4	-24	0.0	2
CC1=CC(=O)C(C(C)C)=C/C1=N/OC(=O)c1cccc([N+](=O)[O-])c1	-0.7	-5	5	-41	2	2.0	1.6	-7	-1.5	-13
O=C1CCC/C1=C\c1ccccc1	0.8	0	0	-10	1	-0.3	1.4	27	-0.2	-5
COC(=O)C1=NN(C(C)=O)C2(CC(=O)N(c3cc(C)cc(C)c3)C2=O)C1 (configuration not stated)	4.1	1	-2	-3	3	1.8	2.8	18	-0.9	-7
O=C1C2C3c4ccccc4C(c4ccccc43)[C@@H]2C(=O)N1c1ccccn1 (some centres not stated)	1.6	-2	1	-13	-7	0.7	2.6	16	-0.5	-2
O=C(O)c1ccc(N2CCCCC2)cc1	-0.1	-1	2	-10	6	2.6	2.3	9	0.1	-5
CCCCn1c(N)c(N(CC(C)C)C(=O)CSCc2c(C)noc2C)c(=O)[nH]c1=O	0.1	-2	-1	1	12	3.9	0.2	1	-2.1	-1
Cc1n[nH]c(C)c1N1C(=O)c2cccc3cc(Br)cc(c23)C1=O	1.9	-4	·	3	6	0.7	2.0	-33	0.5	-6
Cc1cc(CC(=O)O)n(C)c1C(=O)c1ccc(Cl)cc1	1.6	2	4	-10	8	0.1	3.4	-18	-0.9	3
COc1ccc(C(=O)NNC(=O)CSc2nnc(COc3ccccc3OC)n2C)cc1	-1.1	-1	·	7	14	2.4	3.3	-9	0.9	-2
COc1ccc(C(=O)C2CCCN(Cc3cnc(N4CCOCC4)s3)C2)cc1F (configuration not stated)	1.7	2	1	-12	-6	0.5	4.6	-2	-3.3	-2
N#C/C(=C(/O)COC(=O)CCCNC(=O)c1ccc(Cl)cc1)c1nc2ccccc2[nH]1	-4.0	2	-1	-4	·	0.3	-3.0	-17	-4.9	-2

Rewritten with bars between the fields: 2 of the compounds above.
SMILES | E coli growth | DAGLB inh | Wnt bcat act | PvdQ inh | Rtt109 Vps75 | phage Ecoli inh | AddAB inh | PfHsp90 set2 | CAL PDZ inh | Tat export inh
Cc1cc(NC(=O)CN2CCCCC2C)no1 (configuration not stated) | -0.7 | 2 | 1 | -8 | -9 | 2.2 | 1.4 | -24 | 0.0 | 2
COc1ccc(C(=O)C2CCCN(Cc3cnc(N4CCOCC4)s3)C2)cc1F (configuration not stated) | 1.7 | 2 | 1 | -12 | -6 | 0.5 | 4.6 | -2 | -3.3 | -2

Continuation:
SMILES	E coli growth	DAGLB inh	Wnt bcat act	PvdQ inh	Rtt109 Vps75	phage Ecoli inh	AddAB inh	PfHsp90 set2	CAL PDZ inh	Tat export inh
Cc1c(C(=O)N2CCOCC2)c(S(=O)(=O)Nc2cccc(C#N)c2)c(C)n1C	-2.0	4	-1	-19	-5	0.6	2.9	-23	-0.2	-9
O=C(NCCc1ccccc1)c1ccc([N+](=O)[O-])cc1	0.3	-1	13	-5	0	2.8	3.6	·	-1.1	0
CCc1ccc(N2C(=O)CC(N(CC3CCCO3)C(=O)/C=C/C(=O)O)C2=O)cc1 (configuration not stated)	3.1	-1	-2	1	-2	2.1	1.4	-7	0.2	-7
CSc1cccc(NC(=O)C2CCN(S(C)(=O)=O)CC2)c1	1.7	-1	·	-4	-5	1.8	-1.0	12	-3.5	-1
CCOC(=O)c1cc2c(=O)n3ccccc3nc2n(CCOC)c1=NC(=O)c1c(-c2c(F)cccc2Cl)noc1C	-0.2	5	-1	-16	-64	-1.1	4.9	-11	-1.9	2
Cc1ccc(C)c(-c2ccc(=O)n(Cc3ccc(F)cc3Cl)n2)c1	-2.8	-5	-4	-5	-14	0.4	-1.0	-2	-1.9	13
CC(=O)c1ccc(NC(=O)CSc2nnc(-c3ccco3)o2)cc1	2.2	-1	7	-12	0	5.0	3.7	19	-1.6	0
C=CC[C@@H](CC(=O)N(CCO)Cc1ccccc1)C(=O)N[C@H](COC(=O)[C@@H](CC=C)CC(=O)OC(C)(C)C)c1ccccc1	1.0	-8	-1	8	9	2.0	-0.1	4	-0.7	25
CC(=O)c1c(C)[nH]c(C(=O)NCCc2ccccc2)c1C	-1.4	-3	20	-9	1	2.7	1.6	6	-0.3	-6
COc1ccc(CCNC(=O)COC(=O)c2cc(Cl)nc(Cl)c2)cc1	1.6	-2	-1	9	4	1.4	-0.2	·	-1.1	-9
Cc1cccc(/C=N\NC(=O)c2sccc2-n2cccc2)c1	1.9	-4	·	6	2	2.1	3.9	-1	0.0	0
CCOC(=O)c1cc(-c2cccc([N+](=O)[O-])c2)on1	-2.0	1	-1	62*	-1	4.2	-0.5	·	-1.0	1
CC(=O)Nc1cc(C(=O)O)ccc1S(=O)(=O)c1ccc(C)cc1	2.6	0	·	5	-4	2.1	1.6	-3	-1.4	-3
Cc1cc(C)c(NC(=O)CS(=O)CC(=O)N2CCN(c3ccccc3)CC2)c(C)c1 (configuration not stated)	0.1	-1	-1	5	3	2.5	2.1	0	0.1	-1
COC(=O)Nc1nnc(COc2cccc(C)c2)s1	2.5	1	4	-10	4	4.3	3.7	3	·	3
CC(NC(=O)CSc1ncn[nH]1)c1ccc(Cl)cc1Cl (configuration not stated)	·	-1	-2	-53	-2	-0.8	·	7	-1.8	10
CSCCC(NC(=O)c1ccc([N+](=O)[O-])cc1Cl)C(=O)OC(C)C(=O)NCc1ccco1 (configuration not stated)	-0.2	1	-2	-9	-4	-0.5	0.2	15	-1.7	14
Cc1ccc(S(=O)(=O)/N=C2/NC(=O)/C(=C\c3cc(Br)cc(Br)c3O)S2)cc1	·	21	·	0	34	·	·	8	-6.5	27
COc1cc(Cl)ccc1OCc1cc(C(=O)N2C[C@H]3CC[C@H]2C3)no1	-1.2	0	-1	-1	-4	-0.4	1.5	-53	-2.9	0
CC1CN(S(=O)(=O)c2ccccc2)C(C)N1C(=O)N1CCOCC1 (configuration not stated)	-2.4	1	-1	-14	1	0.4	1.7	-12	-4.2	1
COc1cccc2c1OC[C@@H](CO)[C@H]2N(C)C(=O)Nc1ccccc1	0.6	1	-1	-6	1	·	3.2	2	·	-1
O=C(COC(=O)c1ccccc1[N+](=O)[O-])Nc1nnc(-c2ccccc2)o1	-1.5	1	-4	-15	-5	2.6	-0.8	·	-4.2	-9
CCOC(=O)Cc1csc(NC(=O)c2ccc(Br)cc2)n1	-0.4	-8	1	-1	22	0.6	1.2	1	-0.7	-1
COc1ccccc1N(CC(=O)NCCc1ccccc1)S(C)(=O)=O	-0.3	1	·	-10	-9	0.5	4.3	4	-1.9	-4
CC(C)(C)c1ccc(C(=O)NCc2nnc(SCC(=O)NC3CCCCC3)o2)cc1	0.2	-1	0	-11	-15	-3.0	-1.9	23	-1.9	-1
Cc1cccc(C(=O)N=c2sccn2C)c1[N+](=O)[O-]	0.4	1	6	-3	-16	2.8	1.6	2	-1.1	4
NC1=C(c2ccccc2)C(=O)NC1=O	0.3	2	0	-12	2	1.0	3.2	-21	-1.9	-6
CCOc1ccc2[nH]c(=O)c(CN(CC3COCCO3)C(=O)c3ccco3)cc2c1 (configuration not stated)	-0.2	-1	·	0	-1	3.2	1.5	22	-2.5	-13

In the list so far, three have a tert-butyl group:
SMILES	E coli growth	DAGLB inh	Wnt bcat act	PvdQ inh	Rtt109 Vps75	phage Ecoli inh	AddAB inh	PfHsp90 set2	CAL PDZ inh	Tat export inh
CC(C)(C)NC(=O)NC(=O)CN1CCN(c2ccccc2O)CC1	-2.6	0	0	2	-5	1.5	0.2	6	-0.9	-6
C=CC[C@@H](CC(=O)N(CCO)Cc1ccccc1)C(=O)N[C@H](COC(=O)[C@@H](CC=C)CC(=O)OC(C)(C)C)c1ccccc1	1.0	-8	-1	8	9	2.0	-0.1	4	-0.7	25
CC(C)(C)c1ccc(C(=O)NCc2nnc(SCC(=O)NC3CCCCC3)o2)cc1	0.2	-1	0	-11	-15	-3.0	-1.9	23	-1.9	-1

4 compounds already listed, arranged by number of heavy atoms, descending.
SMILES	E coli growth	DAGLB inh	Wnt bcat act	PvdQ inh	Rtt109 Vps75	phage Ecoli inh	AddAB inh	PfHsp90 set2	CAL PDZ inh	Tat export inh
CCc1ccc(N2C(=O)CC(N(CC3CCCO3)C(=O)/C=C/C(=O)O)C2=O)cc1 (configuration not stated)	3.1	-1	-2	1	-2	2.1	1.4	-7	0.2	-7
CC1=CC(=O)C(C(C)C)=C/C1=N/OC(=O)c1cccc([N+](=O)[O-])c1	-0.7	-5	5	-41	2	2.0	1.6	-7	-1.5	-13
CC(=O)c1c(C)[nH]c(C(=O)NCCc2ccccc2)c1C	-1.4	-3	20	-9	1	2.7	1.6	6	-0.3	-6
NC1=C(c2ccccc2)C(=O)NC1=O	0.3	2	0	-12	2	1.0	3.2	-21	-1.9	-6
